NS5 inhibitors: Dengue-2 NS5 methyltransferase inhibitors, primary screen, biochemical, confirmation dose response (AID 588689); 340,000 tested, 0.3% active; inhibition, % at 25 µM, or IC50 in µM where a hit was titrated; Dengue-2 NS5 methyltransferase capping enzyme assay, biochemical; higher % means a stronger effect; in the data active = a potency from the dose series
SV40 large T antigen: TAg ATPase/helicase activity blockers – biochemical (AID 1903); SV40 large T antigen ATPase/helicase inhibition assay; higher % means a stronger effect; inhibition, % at 20 µM, or IC50 in µM where a hit was titrated; 310,000 tested, 0.39% active; in the data active = a potency from the dose series; note: strong numbers were not always called active
GPR55 beta-arrestin: selective activators of receptor GPR55 – imaging, U2OS cells, beta-arrestin-GFP redistribution, primary screen (AID 1961) | U2OS GPR55 beta-arrestin-GFP redistribution imaging; higher % means a stronger effect | activation, % at 10 µM, or EC50 in µM where a hit was titrated | 290,000 tested, 0.048% active;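 active = activation above 40% with more than 50 cells counted in the well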;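 note: U2OS osteosarcoma cells stably expressing GPR55 and beta-arrestin-GFP; plate controls were DMSO negative control for no effect and LPI positive control for full effect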
GPR55 LPI antagonism: GPR55 antagonists blocking LPI-driven arrestin recruitment, primary screen, imaging, U2OS, beta-arrestin-GFP, LPI agonist (AID 2013). U2OS GPR55 beta-arrestin-GFP translocation imaging, LPI antagonism; higher % means a stronger effect. inhibition, % at 10 µM, or IC50 in µM where a hit was titrated. 290,000 tested, 0.13% active;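 active = spots per cell inhibited over 60%, with over 100 cells counted and total cytoplasm intensity under 500,000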;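 note: U2OS cells stably carrying GPR55 and arrestin-GFP stimulated by 5 µM LPI near EC80; imaged beta-arrestin-GFP aggregate spots per cell after agonist stimulation; plate controls were LPI-stimulated DMSO wells for no effect and DMSO wells without LPI for full effect; some results filed as inactive read as strong as hits; confirmed hits need IC50 under 10 µM and bright autofluorescent wells are also inconclusive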
AID2073: disruptors of CaV2.2 binding to Mint1 – biochemical, HTRF (AID 2073) | HTRF protein-protein interaction, Mint1-CaV2.2; higher % means a stronger effect | 290,000 tested, 0.19% active | inhibition, % at 20 µM; hits with a dose series show IC50 in µM; in the data active = inhibition mostly above about 51%, no sharp cut-off; note: some results filed as inactive read as strong as hits
GPR35 arrestin U2OS: inhibition of zaprinast-stimulated GPR35 beta-arrestin translocation – imaging, U2OS, beta-arrestin-GFP, zaprinast agonist, primary screen (AID 2058); U2OS GPR35 beta-arrestin-GFP translocation imaging, zaprinast antagonism; higher % means a stronger effect; one-dose inhibition, % at 10 µM; IC50 in µM for titrated hits; 290,000 tested, 0.052% active;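 active = inhibition of at least 50% with at least 30 cells and total cytoplasm GFP at most 10,000,000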
NTR1 ag: agonists of NTR1, primary screen, imaging, U2OS cells, beta-arrestin-GFP, high content (AID 493036); NTR1-U2OS beta-arrestin-GFP spot imaging, agonist mode; activation, % at 20 µM; 330,000 tested, 0.17% active; P30989;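 active = activation at or above 40% of the spot to cytoplasm intensity ratio, with at least 20 cells analyzed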;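 note: 0% = DMSO without peptide and 100% = 100 nM NTR1 peptide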
Target sequence (P30989 whole entry, looked up): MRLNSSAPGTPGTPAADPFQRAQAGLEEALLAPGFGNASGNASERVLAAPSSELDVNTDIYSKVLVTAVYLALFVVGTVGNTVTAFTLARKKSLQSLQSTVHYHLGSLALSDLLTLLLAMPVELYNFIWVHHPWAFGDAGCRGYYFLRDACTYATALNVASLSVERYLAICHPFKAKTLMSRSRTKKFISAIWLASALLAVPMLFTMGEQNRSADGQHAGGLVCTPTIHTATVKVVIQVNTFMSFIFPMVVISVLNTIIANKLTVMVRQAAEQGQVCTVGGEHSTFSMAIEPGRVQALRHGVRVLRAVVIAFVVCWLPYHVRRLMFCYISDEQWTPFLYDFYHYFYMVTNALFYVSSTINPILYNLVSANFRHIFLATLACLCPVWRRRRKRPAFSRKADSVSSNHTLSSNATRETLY
Yfh1-depleted yeast: enhancers of respiration in Yfh1-depleted yeast, dose response, Friedreich's ataxia, plus single-dose screen (AID 1465). fold induction at 50 µM; hits with a dose series show EC50 in µM. 220,000 tested, 0.074% active. S. cerevisiae Yfh1-off respiration, WST-1 reduction, 72 h; higher fold induction means a stronger effect;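 active = fold induction of absorbance versus untreated yeast above a set limit, then at least 30% activation at any dose in follow-up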;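 note: activators that raise dye reduction in frataxin-depleted yeast; strong numbers were not always called active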
Rac1 GTP hydrolysis: MgcRacGAP GTPase-activating activity inhibitors, confirmation, biochemical, ADP Hunter fluorescence; 340,000 tested, 0.6% active; inhibition, % at 30 µM, or IC50 in µM where a hit was titrated; MgcRacGAP-stimulated Rac1 GTP hydrolysis, ADP Hunter fluorescence; higher % means a stronger effect; GST-tagged Rac1 F28L mutant substrate; AID 624330;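 active = first-screen hits whose inhibition reached a set limit at any dose in the follow-up dose series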;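 note: fluorescence reports GDP produced by GAP-driven GTP hydrolysis; strong numbers were not always called active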
NTR1 ag cell count 20 µM: further read-out of NTR1 ag, marked with its call; cell count; measured here: cell count, cytotoxicity flag
* = called active by the depositor; i = inactive; . = no result given.

SMILES | NS5 inhibitors | SV40 large T antigen | GPR55 beta-arrestin | GPR55 LPI antagonism | AID2073 | GPR35 arrestin U2OS | NTR1 ag | NTR1 ag cell count 20 µM | Yfh1-depleted yeast | Rac1 GTP hydrolysis
COc1ccc(S(=O)(=O)N(C)CC(=O)N2CCCCCC2)cc1 | -4% | 6% | -0.1% | -9% | 4% | 6% | -0.8 | 67 | . | 8%
CCOc1ccc(NC(=O)NCCCCc2ccccc2)cc1 | -1% | 9% | 0.0% | 3% | 7% | -12% | 0.8 | 65 | . | 5%
COc1ccccc1/C=C/C=N/n1c(-c2ccco2)n[nH]c1=S | -9% | 30% | -0.1% | 16% | -64% | -8% | -0.2 | 48 | i | 22%
O=C(CC1C(=O)NCCN1C/C=C/c1ccccc1)NCCc1cccnc1 (stereo not drawn) | 0% | 24% | 0.3% | 2% | 6% | 16% | 0.9 | 50 | i | 1%
CCCCOC(=O)C1CCC[C@@H](C)N1 (stereo partly drawn) | . | 11% | -0.1% | 14% | 1% | 7% | 2.3 | 70 | i | 6%
O=C(NNC(=O)c1ccc([N+](=O)[O-])cc1Cl)c1ccncc1 | -5% | 22% | -0.2% | 5% | 6% | -10% | -1.4 | 63 | i | 2%
COc1ccccc1CNC(=O)CNC(=O)Cn1cnc2ccccc2c1=O | -1% | 10% | 0.2% | -8% | 6% | -2% | -0.1 | 66 | i | 6%
O=S(=O)(NCc1ccccc1Cl)c1cnc[nH]1 | -4% | -3% | -0.1% | -2% | -6% | 1% | 5.5 | 89 | i | 2%
O=C(CN1CCN(c2cccc(Cl)c2)CC1)NC1CCCc2ccccc21 (stereo not drawn) | -11% | -6% | -0.1% | -11% | 0% | -10% | 4.1 | 37 | . | 7%
COC(=O)c1ccc2c(=O)n(-c3ccc(OC)cc3)c(=S)[nH]c2c1 | -7% | 6% | 0.0% | 0% | -10% | -7% | 0.1 | 60 | i | 7%
CN(C)C(=O)c1nc(C#N)c(N(C)C)o1 | 0% | 2% | -0.1% | 5% | 5% | 16% | -0.3 | 51 | i | 1%
COc1ccc(Cn2c(CCC(=O)Nc3ccccc3)nc3cccnc32)cc1 | -6% | 9% | 0.2% | 1% | 17% | 1% | -1.5 | 101 | i | 5%
COC(=O)c1cc(NCc2ccccc2F)ccc1N1CCOCC1 | 6% | 18% | 0.2% | -3% | -20% | 20% | -0.7 | 76 | i | 168µM*
CCn1ccnc1CNC(=O)c1ccc2oc(CCCc3ccccc3)nc2c1 | -5% | 23% | -0.1% | 20% | 6% | 9% | 0.4 | 74 | . | 5%
CC1CCN(C(=O)CSc2nc(C3CC3)nc3ccccc23)CC1 | -10% | -3% | -0.3% | 32% | 14% | 6% | 0.9 | 33 | . | 8%
Cc1ccc(C(=O)NC2CCN(CC(=O)Nc3cccc([N+](=O)[O-])c3)CC2)cc1 | -5% | 5% | -0.1% | 7% | -12% | -4% | -0.8 | 77 | i | 5%
CCc1cc2c(=O)n(-c3ccccc3)c(SCC(=O)O)nc2s1 | -10% | 18% | 0.0% | 4% | 12% | -6% | -1.0 | 64 | . | 5%
OCCC1CN(Cc2ccc(Oc3ncccn3)cc2)CCN1C1CCCC1 (stereo not drawn) | -2% | 19% | 0.4% | 11% | -4% | 0% | -0.5 | 91 | i | -1%
O=C(NC(c1cccnc1)C(F)(F)F)c1cc(COc2ccc3c(c2)CCCC3)on1 (stereo not drawn) | -2% | 7% | -0.1% | 8% | 9% | -14% | 7.3 | 65 | . | -16%
CC(=O)c1cccc(NC(=O)Nc2ccccc2)c1 | -16% | 1% | 0.2% | 4% | -4% | -2% | 0.1 | 71 | . | 7%
O=C1NC(c2ccco2)Nc2ccccc21 (stereo not drawn) | 1% | 20% | 0.2% | -2% | -2% | 14% | 1.3 | 42 | i | 10%
CCc1ccc(N2CC(C(=O)N/N=C/c3cccc([N+](=O)[O-])c3)CC2=O)cc1 (stereo not drawn) | 1% | 6% | -0.1% | 13% | -3% | 18% | 6.9 | 46 | i | 12%
Cc1cccc(N2CC(C(=O)OCC(=O)c3ccc(OC(=O)c4cccs4)cc3)CC2=O)c1C (stereo not drawn) | -4% | 1% | -0.4% | 5% | -4% | -9% | 1.0 | 91 | i | 6%
Nc1nonc1-n1nnc(C(=O)N/N=C/C2CCCCC2)c1-c1ccccc1 | -10% | . | -0.1% | 4% | 2% | 1% | 3.0 | 73 | . | 8%
CCOP(=O)(OCC)C(NC(=O)NS(=O)(=O)c1ccc(C)cc1)c1ccccc1 (stereo not drawn) | 1% | 4% | 0.2% | 14% | 3% | 11% | 1.2 | 49 | . | 5%
Cc1cc(S(=O)(=O)N(Cc2cccs2)Cc2ccccc2F)ccc1-n1cnnn1 | -2% | 3% | 0.3% | 11% | 6% | -13% | 1.2 | 45 | i | -2%
CCOC(=O)/C(=N/Nc1ccccc1)N1CCCc2ccccc21 | -3% | 17% | 0.1% | -14% | 8% | -3% | 0.3 | 48 | i | 16%
Cc1cc(C)cc(Oc2ccc(S(=O)(=O)N3CCN(C)CC3)cn2)c1 | -1% | 15% | . | . | . | . | 1.0 | 53 | . | 7%
Cc1ccc(CNC(=O)/C(C#N)=C\c2ccc(N(C)C)cc2)cc1 | . | 3% | -0.2% | 13% | 11% | -9% | 2.0 | 89 | i | .
Cc1ccc(CN(C)C(=O)c2cc(COc3ccc(F)cc3Cl)on2)o1 | -11% | 22% | -0.2% | 9% | 0% | 13% | 2.0 | 45 | i | 2%
Cc1nnc(SCC(=O)N(C)C2CCCCC2)s1 | -5% | 9% | -0.1% | 18% | -2% | 5% | -0.8 | 51 | i | 12%
COc1cc(C=O)ccc1OCC(=O)Nc1ccc2c(c1)OCO2 | -1% | 13% | -0.1% | 9% | 11% | 8% | 0.1 | 77 | . | 6%
O=C(Nc1cccc(NC(=O)c2cccs2)c1)c1ccc(Br)o1 | -3% | 8% | -0.1% | 4% | 28% | -1% | 1.0 | 86 | . | -26%
C=CCn1c(SCC(=O)Nc2nc3ccccc3s2)nc(O)c(CC)c1=O | -9% | 7% | 0.3% | 14% | 6% | 0% | 1.3 | 60 | i | -8%
CCN(C(=O)CSc1nc(-c2ccccc2)c(-c2ccccc2)[nH]1)C1CCS(=O)(=O)C1 (stereo not drawn) | -14% | 4% | -0.1% | 16% | 2% | 4% | -0.2 | 34 | i | 10%
COc1ccc(/C=N/NC(=O)Cc2n[nH]c(=O)[nH]c2=O)cc1 | 5% | 1% | -0.2% | 8% | 6% | 6% | 1.0 | 63 | i | 2%
COc1ccccc1N(C(=O)c1ccncc1)c1nc(-c2ccc([N+](=O)[O-])cc2)cs1 | -2% | 9% | -0.1% | 59% | -4% | -10% | 0.2 | 73 | i | 2%
CCC1(C)Cc2c(c(=O)n(-c3ccccc3)c3ncnc(N)c23)CO1 (stereo not drawn) | 8% | 3% | -0.1% | -1% | 6% | -4% | -1.1 | 55 | i | 9%
CCN(Cc1ccccc1)C(=O)Cn1c(C(C)O)nc2ccccc21 (stereo not drawn) | -13% | 11% | 0.2% | -3% | 7% | 10% | -0.1 | 49 | i | 7%
CN(C)Cc1c(C(=O)N/N=C/c2ccncc2)nnn1-c1nonc1N | 1% | 31% | -0.1% | -8% | 8% | 5% | -1.6 | 88 | . | 11%
CC(C)OC(=O)CSc1nnc(-c2cccnc2)n1N | 6% | 4% | -0.3% | 14% | 0% | 13% | 2.8 | 41 | i | 10%
COc1ccc2[nH]c3c(=O)n(N)c(=O)[nH]c3c2c1 | 9% | 8% | 0.0% | 10% | 23% | -10% | -0.4 | 90 | . | -3%
O=c1/c(=C/c2cccc3ccccc23)sc2ncnn12 | 1% | -11% | 0.0% | -7% | -3% | 16% | -0.5 | 74 | i | 18%
COc1cc(/C=C2\SC(=S)N(Nc3ccccc3)C2=O)cc(OC)c1OC | -1% | 4% | -0.1% | 9% | -5% | -1% | 6.3 | 44 | i | 11%
CCOc1cc(N2CCOCC2)c(OCC)cc1NC(=O)[C@H](C)NC(=O)c1ccco1 | -15% | 18% | -0.1% | -5% | 1% | 8% | -0.8 | 42 | . | 6%
CN(C)C(=O)C(OC(=O)c1ccc2ccccc2n1)c1ccccc1 (stereo not drawn) | -10% | 2% | 0.3% | -4% | 10% | 3% | -0.5 | 53 | . | 6%
O=C(Cn1cnc([N+](=O)[O-])n1)NCCO | 0% | 21% | -0.1% | 1% | 2% | 5% | 1.1 | 62 | . | 4%
O=c1[nH]cccc1-c1nc2ccccc2n1Cc1cccc(F)c1 | -14% | 7% | -0.3% | 6% | 23% | 7% | -1.0 | 73 | . | .
CC(C)Nc1nc(SCC(=O)Nc2ccccc2)nc(N2CCOCC2)n1 | -9% | 9% | 0.2% | -3% | 2% | 7% | -0.5 | 39 | i | 4%
CCc1ccc(N2C(=O)CC(N3CCC(C(=O)OC)CC3)C2=O)cc1 (stereo not drawn) | 2% | 3% | -0.1% | 4% | 3% | -3% | -1.8 | 67 | i | 8%
CCNC(=O)NC(=O)CSc1nnc(-c2c[nH]c3ccccc23)o1 | 1% | 7% | . | -4% | -17% | -3% | 2.8 | 51 | . | 3%
COCC1CCCCN1C(=O)c1cc(COc2ccc3ncccc3c2)on1 (stereo not drawn) | -11% | 0% | 0.2% | -16% | 11% | -12% | 0.2 | 53 | . | 10%
COCCN(CCOC)S(=O)(=O)c1ccc(C(=O)Nc2nnc(C)o2)cc1 | -4% | -1% | -0.1% | 12% | -4% | 5% | 1.5 | 43 | i | 6%
COc1ccc(C(=O)Nn2c(C)nc3ccccc3c2=O)cc1Br | 2% | 2% | -0.1% | -7% | 12% | 5% | 1.0 | 102 | . | 6%
S=c1nc(NCCc2ccccc2Cl)c2ccccc2[nH]1 | -6% | 4% | 0.3% | -8% | -39% | -3% | 10 | 72 | . | -6%
Cc1cc(C(=O)NC2CCN(Cc3ccccc3)CC2)n[nH]1 | -6% | 15% | -0.2% | 12% | 4% | 1% | 0.7 | 47 | . | -7%
O=C(COC(=O)CCc1c[nH]c2ccccc12)NCc1ccc2c(c1)OCO2 | 1% | 6% | 0.0% | -5% | 4% | 11% | 0.8 | 44 | i | -4%

As a short view, part of the list above.
SMILES | NS5 inhibitors | SV40 large T antigen | GPR55 beta-arrestin | GPR55 LPI antagonism | AID2073 | GPR35 arrestin U2OS | NTR1 ag | NTR1 ag cell count 20 µM | Yfh1-depleted yeast | Rac1 GTP hydrolysis
Cc1cc(C(=O)NC2CCN(Cc3ccccc3)CC2)n[nH]1 | -6% | 15% | -0.2% | 12% | 4% | 1% | 0.7 | 47 | . | -7%
O=C(COC(=O)CCc1c[nH]c2ccccc12)NCc1ccc2c(c1)OCO2 | 1% | 6% | 0.0% | -5% | 4% | 11% | 0.8 | 44 | i | -4%

Screening results: PubChem, several laboratories
